Assay outcomes (PubChem)
Rab7 wt modul: dog Rab7 wildtype GTP binding, inhibitors and activators. 0.055% of 190,000 active. GST-Rab7 beads, fluorescent GTP binding, flow cytometry; actives lie on both sides; untreated = 100%, excess cold GTP = 0%. AID 758. GTP binding activity (percent of control), % at 10 µM;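 active = fluorescent GTP binding to Rab7 beads changed by at least 20 points from the 100% baseline, either direction, mostly lower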;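 note: median green fluorescence of bound Bodipy-FL-GTP per Rab7 bead population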
Bim-Bcl-XL: human Bim-Bcl-XL interaction inhibition; Q07817; Bim peptide-Bcl-XL binding, bead flow cytometry, fluorescence; inhibition, % at 10 µM; 0.04% of 190,000 active
Target sequence (Q07817 whole entry, looked up): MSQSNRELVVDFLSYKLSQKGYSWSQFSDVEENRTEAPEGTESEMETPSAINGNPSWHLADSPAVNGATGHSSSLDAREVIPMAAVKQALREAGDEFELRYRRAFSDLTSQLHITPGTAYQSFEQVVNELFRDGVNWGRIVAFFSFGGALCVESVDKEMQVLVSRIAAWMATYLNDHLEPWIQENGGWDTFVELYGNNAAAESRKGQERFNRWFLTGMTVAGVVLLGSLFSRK
Cdc42 wt GTP: human Cdc42 wildtype GTP binding change, either direction; P60953; GST-Cdc42 beads, Bodipy-GTP binding, flow cytometry; actives lie on both sides; percent activity (GTP binding), % at 10 µM; 0.2% of 190,000 active;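 active = percent activity GTP binding at least 20 points away from the 100% baseline, either down as inhibitor or up as activator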;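 note: median bead fluorescence of bound Bodipy-FL-GTP at 100 nM; 0% = excess unlabeled GTP control and 100% = no compound control; below 100% means less GTP binding so inhibitor and above means activator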
Target sequence (P60953 whole entry, looked up): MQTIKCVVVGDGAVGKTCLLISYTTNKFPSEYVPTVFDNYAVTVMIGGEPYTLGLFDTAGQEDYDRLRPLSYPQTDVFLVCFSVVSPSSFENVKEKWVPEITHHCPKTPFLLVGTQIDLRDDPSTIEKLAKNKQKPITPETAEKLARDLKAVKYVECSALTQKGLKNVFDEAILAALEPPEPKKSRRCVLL
Bcl-W Bim block: disrupts Bim peptide binding to human Bcl-W. bead-based flow cytometry. inhibition, % at 10 µM. Q92843. 0.02% of 190,000 active;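 note: 0% = bound tracer without compound and 100% = peptide blocker; higher means less fluorescent Bim peptide bound to Bcl-W beads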
Rac1 act GTP bind: alters GTP binding to activated mutant human Rac1 | P63000 | GST-Rac1 activated beads, fluorescent GTP binding, flow cytometry; actives lie on both sides; 100% means binding = to untreated wells | percent activity (GTP binding), % at 10 µM | 0.11% of 190,000 active;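 active = GTP binding at least 20 percentage points away from the 100% baseline, in either direction, so actives lie on both sides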
Bfl-1 Bim block: disrupts Bim binding to human Bfl-1; Bead-based flow cytometry, Bim-Bfl-1 binding inhibition; inhibition, % at 10 µM; 0.12% of 190,000 active;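 note: 0% = wells without compound plus tracer and 100% = blocker peptide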
HRas wt GTP: human HRas wildtype GTP binding, change in either direction; GST-Ras wt beads, Bodipy-FL-GTP binding, flow cytometry; actives lie on both sides; P01112; 0.14% of 190,000 active; AID 759; GTP binding activity, % at 10 µM;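 active = GTP binding activity at least 20% away from the 100% baseline, either lowered as inhibitor or raised as activator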;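 note: 0% = unlabeled GTP competition control and 100% = no-compound control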
Rab2A wt mod: changes GTP binding to wildtype dog Rab2A, up or down | P61105 | GST-Rab2 wt beads, Bodipy-GTP binding, flow cytometry | GTP binding activity, % at 10 µM | 0.19% of 190,000 active | AID 760;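 active = GTP binding activity at least 20 points away from 100%, either lowered or raised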;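 note: 0% = beads with excess unlabeled GTP and 100% = no-compound control corrected for plate trend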
Bcl-2 Bim block: inhibitors of Bim-Bcl-2 interaction, human; Bead-based flow cytometry, Bim peptide-Bcl-2 binding; inhibition, % at 10 µM; 0.06% of 190,000 active; in the data active = inhibition above about 40%;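 note: 0% = no compound wells with probe peptide and 100% = reference peptide inhibitor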
Bim-Bcl-B: inhibitors of Bim-Bcl-B interaction, human | bead-based flow cytometry, Bim peptide-Bcl-B binding | inhibition, % at 10 µM | 0.073% of 190,000 active;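 note: 0% = tracer peptide without compound and 100% = reference inhibitor peptide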
Target sequence (Q9HD36 whole entry, looked up): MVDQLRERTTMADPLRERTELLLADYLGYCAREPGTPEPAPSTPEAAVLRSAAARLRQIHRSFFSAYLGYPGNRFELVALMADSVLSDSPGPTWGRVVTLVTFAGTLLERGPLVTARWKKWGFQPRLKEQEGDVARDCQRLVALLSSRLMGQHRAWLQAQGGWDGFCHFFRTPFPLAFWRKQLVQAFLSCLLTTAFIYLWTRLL
Rac1 wt GTP bind: modulators of human Rac1 wildtype GTP binding | GST-Rac1 beads, fluorescent GTP binding, flow cytometry; actives lie on both sides; 0 = cold GTP competed, 100 = untreated | GTP binding activity (% of control), % at 10 µM | 0.27% of 190,000 active | P63000;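 active = GTP binding activity at least 20 points away from the 100% control level, either lower or higher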
Active calls of the source: *. Cut-off read from the data, not from the text of the source, unless noted: active = inhibition above about 40%.

Rab7 wt modul	Bim-Bcl-XL	Cdc42 wt GTP	Bcl-W Bim block	Rac1 act GTP bind	Bfl-1 Bim block	HRas wt GTP	Rab2A wt mod	Bcl-2 Bim block	Bim-Bcl-B	Rac1 wt GTP bind	structure
102	-9	101	-2	101	-13	101	101	-11	-8	103	COc1ccc(NC(=O)NC23CC4CC(CC(C4)C2)C3)cc1OC
95	0	91	-1	89	1	92	92	-4	-2	90	Cc1ccnc2nc(C(=O)OCCOc3ccc(F)cc3)nn12
94	0	99	-3	95	0	98	96	0	-1	96	Cc1cccc(NC(=O)c2cc(N3C(=O)CCC3=O)ccc2Cl)n1
97	-4	102	0	100	-4	99	100	0	-8	102	CCCn1c(=O)c(-c2nc3ccccc3[nH]2)c(O)c2ccccc21
96	-3	98	2	103	-1	98	98	2	-10	104	C#CCOCCOCCOCCNc1nc(N2CCN(C(=O)[C@H](Cc3cc4ccccc4[nH]3)n3cc([C@@H](N)CC(C)C)nn3)CC2)nc(N2CCN(C(=O)[C@H](Cc3cc4ccccc4[nH]3)n3cc([C@@H](N)CC(C)C)nn3)CC2)n1
94	-2	101	1	95	-13	95	95	-3	-5	95	O=C(CCN1C(=O)c2ccncc2C1=O)Nc1ccc2c(c1)OCCO2
96	2	95	2	95	-1	95	96	-1	1	94	c1ccc(C2=NCCCN2)cc1
96	-12	97	0	95	-11	97	97	-6	-8	95	O=C(NCc1ccco1)c1ccc(S(=O)(=O)c2cccc(S(=O)(=O)N3CCOCC3)c2)cc1
94	-1	106	0	101	3	101	102	5	5	104	O=C(O)/C=C/C(=O)N(Cc1ccccc1)Cc1ccco1
105	-4	100	0	94	-6	98	99	-2	-3	100	Cc1ccc(C(=O)NCC(=O)OCC(=O)c2ccc3c(c2)NC(=O)CO3)cc1
97	-8	96	-2	100	-14	98	99	-8	-8	101	COc1ccc(-n2nnc3c(=O)n(Cc4cc(C)ccc4C)cnc32)cc1
100	0	103	0	100	-12	101	100	-7	-6	102	CCN(CC)C(=O)c1sc(NC(=O)Cc2cccs2)c(C#N)c1C
93	-7	100	-7	96	-6	96	95	-6	-3	97	CSc1ccc(/C=N/NC(=O)COc2ccc(Br)cc2Cl)cc1
103	-3	90	-1	95	-3	97	96	0	-5	92	COC(=O)c1ccc(C(=O)OC)c(NC(=O)CN2CCC(C)CC2)c1
102	-2	101	-2	98	-11	100	102	-13	-8	104	O=c1[nH]c2ccccc2n1CCC1CCCCC1
104	-3	101	0	99	1	101	99	-1	-3	109	COc1ccccc1NC(C)C(=O)Nc1ccc(C(C)=O)cc1 (stereo not given)
96	-4	102	1	100	-15	98	95	-10	-4	98	CSc1nc2nccc(-c3ccc(Oc4ccccc4)cc3)n2n1
93	-2	99	-9	96	-6	93	94	-4	-3	99	O=[N+]([O-])c1cccc(/C=N/n2c(COc3ccccc3)n[nH]c2=S)c1
93	-9	95	0	94	-8	95	93	-5	-6	97	Cc1cc2nc(SCC(=O)N(C)C)c3c(c2cc1C)CCCC3
93	10	90	9	96	15	91	91	9	11	92	CCN(CC)S(=O)(=O)c1cccc(NC(=O)COC(=O)c2n[nH]c(=O)c3ccccc23)c1
103	-3	106	2	102	-9	104	104	-12	-9	108	FC(F)(F)c1cc(-c2cccs2)nc(-n2cc(Br)cn2)n1
96	-1	98	-1	97	-2	98	97	-1	-9	98	CC(NC1CCCCC1)C(=O)NN=C(c1ccccc1)c1ccccc1 (stereo not given)
97	-2	101	-5	95	-8	94	97	-6	-7	100	C=CCOC(=O)C1=C(C)NC(SC)=C(C#N)C1c1ccc(OCC)cc1 (stereo not given)
104	8	101	3	99	-9	101	101	-6	-7	103	CC(=O)c1cccc(N(CC(=O)N2CCCCC2)S(C)(=O)=O)c1
104	1	106	3	101	10	104	101	-1	-17	108	CC(Sc1nc(N2CCOCC2)c2c(c1C#N)CC(C)(C)OC2)C(=O)Nc1ccccc1 (stereo not given)
98	-7	89	-4	91	3	93	93	0	0	90	COc1ccc(Cl)cc1-c1csc(N)n1
95	-3	97	-1	96	-3	96	97	-3	4	97	CCC(=O)Nc1ccc2c(c1)ncn2-c1ccccc1C
104	0	104	2	102	-3	105	102	-1	3	107	O=C(NCCc1nc2ccccc2[nH]1)/C(=C/c1ccc2c(c1)OCO2)NC(=O)c1ccc(Cl)cc1Cl
95	-1	103	-3	101	-6	100	100	-4	-3	103	COc1ccc2[nH]c(=O)c(CN(CCCN3CCOCC3)C(=O)NCc3ccccc3)cc2c1
101	4	95	8	99	5	97	96	8	19	101	Cc1c(C(=O)N(C)C)c2cc(Cl)ccc2n1O

Pulled one by one from the list above:
Rab7 wt modul	Bim-Bcl-XL	Cdc42 wt GTP	Bcl-W Bim block	Rac1 act GTP bind	Bfl-1 Bim block	HRas wt GTP	Rab2A wt mod	Bcl-2 Bim block	Bim-Bcl-B	Rac1 wt GTP bind	structure
93	10	90	9	96	15	91	91	9	11	92	CCN(CC)S(=O)(=O)c1cccc(NC(=O)COC(=O)c2n[nH]c(=O)c3ccccc23)c1
96	-1	98	-1	97	-2	98	97	-1	-9	98	CC(NC1CCCCC1)C(=O)NN=C(c1ccccc1)c1ccccc1 (stereo not given)
96	-12	97	0	95	-11	97	97	-6	-8	95	O=C(NCc1ccco1)c1ccc(S(=O)(=O)c2cccc(S(=O)(=O)N3CCOCC3)c2)cc1
95	0	91	-1	89	1	92	92	-4	-2	90	Cc1ccnc2nc(C(=O)OCCOc3ccc(F)cc3)nn12
97	-8	96	-2	100	-14	98	99	-8	-8	101	COc1ccc(-n2nnc3c(=O)n(Cc4cc(C)ccc4C)cnc32)cc1
102	-9	101	-2	101	-13	101	101	-11	-8	103	COc1ccc(NC(=O)NC23CC4CC(CC(C4)C2)C3)cc1OC
96	-3	98	2	103	-1	98	98	2	-10	104	C#CCOCCOCCOCCNc1nc(N2CCN(C(=O)[C@H](Cc3cc4ccccc4[nH]3)n3cc([C@@H](N)CC(C)C)nn3)CC2)nc(N2CCN(C(=O)[C@H](Cc3cc4ccccc4[nH]3)n3cc([C@@H](N)CC(C)C)nn3)CC2)n1

Limited to Bim-Bcl-B, for two of the compounds above:
Structure	Bim-Bcl-B
CC(NC1CCCCC1)C(=O)NN=C(c1ccccc1)c1ccccc1 (stereo not given)	-9
O=c1[nH]c2ccccc2n1CCC1CCCCC1	-8

Next part
Rab7 wt modul	Bim-Bcl-XL	Cdc42 wt GTP	Bcl-W Bim block	Rac1 act GTP bind	Bfl-1 Bim block	HRas wt GTP	Rab2A wt mod	Bcl-2 Bim block	Bim-Bcl-B	Rac1 wt GTP bind	structure
95	0	101	3	98	16	97	94	1	-6	97	COc1cc(/C=N/Nc2nc3ccccc3[nH]2)cc(OC)c1O
101	-12	101	-4	98	-24	97	101	-11	-10	102	CN(Cc1ccccc1)C(=O)c1ccc2c(c1)OCO2
107	-5	99	-3	95	-8	101	101	-4	-5	100	CCOc1ccc(NC(=O)Nc2nnc(CC(=O)NCc3ccccc3)s2)cc1
104	-3	100	0	99	-7	101	100	-3	-4	105	O=C(CSc1ccccn1)Nc1nc2ccc(Br)cc2s1
101	-7	106	-1	98	-19	102	102	-8	-6	109	C=CCc1ccc(OCCCN2CCCC(C)C2)c(OC)c1 (stereo not given)
96	-3	93	-1	92	-3	93	94	-7	-2	91	CCN(CC)C(=O)CSc1nc(-c2ccccc2)cc(=O)[nH]1
95	-5	99	6	98	-8	98	97	-3	-3	101	CC1=NN(C(=O)c2c(Br)cnn2C)C(O)(C(F)(F)F)C1 (stereo not given)
95	-2	96	1	95	-7	97	96	-3	0	99	O=C(O)CCC(NC(=O)c1ccc(Cl)cc1)C(=O)O (stereo not given)
106	-2	100	-2	98	-6	99	99	-3	-6	99	CCOc1ccccc1CN1CCN(C2CCOCC2)CC1CCO (stereo not given)
95	-2	99	0	96	-13	98	97	-9	-10	98	CCOC(=O)C1CCN(Cc2cnc(NC(=O)OC)s2)CC1
91	3	84	4	91	-2	85	86	0	5	80	COc1cccc(NC(=O)c2ccc(NC(=O)C3CC(=O)OC34CCCCC4)cc2)c1 (stereo not given)
